# Screening data: PubChem BioAssay, Sanford-Burnham Center for Chemical Genomics
# SENP8 block: human SENP8 protease inhibitors, primary screen, biochemical, fluorescence, Nedd8 protein substrate, uHTS | Sentrin-specific protease 8 (Homo sapiens), Q96LD8 | recombinant SENP8 | inhibition, % at 20 µM | hit rate 0.64% among 360,000 | AID 602440, 2012; in the data active = inhibition mostly above about 40%, no sharp cut-off; inactive = mostly below about 27%
# Target sequence (Q96LD8 whole entry, looked up): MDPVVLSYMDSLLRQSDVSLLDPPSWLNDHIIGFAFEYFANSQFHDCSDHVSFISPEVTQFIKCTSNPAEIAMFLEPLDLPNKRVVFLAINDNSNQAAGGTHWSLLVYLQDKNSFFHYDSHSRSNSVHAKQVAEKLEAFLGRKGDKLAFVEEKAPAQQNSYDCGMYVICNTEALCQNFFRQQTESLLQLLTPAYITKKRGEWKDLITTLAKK
# SENP7 inh: SENP7 protease inhibitors, primary screen, biochemical, luminescence, uHTS; inhibition, % at 5 µM; recombinant SENP7, Z-RLRGG-aminoluciferin luminescence, 40 min; Sentrin-specific protease 7 (Homo sapiens), Q9BQF6; hit rate 1.5% among 330,000;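 active = inhibition above about 50% at the single test dose, limit read from the data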;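 also: plate controls were DMSO with enzyme for no effect and no enzyme buffer wells for full effect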
# Target sequence (Q9BQF6 706-1050 limits assumed): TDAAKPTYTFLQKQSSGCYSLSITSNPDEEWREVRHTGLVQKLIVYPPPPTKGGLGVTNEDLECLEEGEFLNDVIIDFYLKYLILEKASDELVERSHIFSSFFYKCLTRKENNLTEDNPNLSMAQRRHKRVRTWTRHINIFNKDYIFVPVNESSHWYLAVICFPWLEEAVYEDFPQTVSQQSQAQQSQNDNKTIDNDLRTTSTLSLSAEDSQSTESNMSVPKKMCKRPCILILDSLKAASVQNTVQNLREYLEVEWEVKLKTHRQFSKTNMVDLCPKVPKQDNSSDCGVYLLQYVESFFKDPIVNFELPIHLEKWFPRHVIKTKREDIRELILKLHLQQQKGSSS
# MPTP block: mitochondrial permeability transition pore inhibitors, primary screen, biochemical, isolated mouse mitochondria, absorbance. inhibition, % at 10 µM. AID 602449, 2012. hit rate 1.4% among 360,000. Ca2+ swelling absorbance, 30 min;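 active = inhibition of 50% or more, scaled per plate between neutral and stimulator controls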;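 also: 0% = DMSO wells given calcium and 100% = 1 mM EGTA wells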
# PfG6PD inh: PfG6PD enzyme inhibitors, primary screen, biochemical, fluorescence intensity, uHTS | glucose-6-phosphate dehydrogenase-6-phosphogluconolactonase (Plasmodium falciparum 3D7) | PfGluPho enzyme, NADPH resazurin-diaphorase fluorescence | inhibition, % at 20 µM | hit rate 0.78% among 350,000 | AID 504690, 2011;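 active = inhibition reaching at least a set limit at 20 µM in the primary screen, cut at about 59% in these data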;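 also: 0% = DMSO wells with substrate and 100% = DMSO wells lacking glucose-6-phosphate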
# ATG4B inh: ATG4B protease inhibitors, primary screen, biochemical, fluorescence, uHTS; ATG4B cleavage of LC3-PLA2, NBD-HPC fluorescence, 1 h; inhibition, % at 8.33 µM; hit rate 0.51% among 340,000; AID 504462, 2011; in the data active = inhibition above about 40%
# SENP6 inh: SENP6 protease inhibitors, primary screen, biochemical, luminescence, uHTS; Sentrin-specific protease 6 (Homo sapiens), Q9GZR1; Recombinant SENP6 catalytic domain, aminoluciferin luminescence; inhibition, % at 10 µM; hit rate 1.8% among 330,000;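 active = inhibition above about 50% at the single tested dose, limit read from the data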;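 also: plate controls were DMSO wells with enzyme for no effect and DMSO wells lacking enzyme for full effect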
# Target sequence (Q9GZR1 628-1112 limits assumed): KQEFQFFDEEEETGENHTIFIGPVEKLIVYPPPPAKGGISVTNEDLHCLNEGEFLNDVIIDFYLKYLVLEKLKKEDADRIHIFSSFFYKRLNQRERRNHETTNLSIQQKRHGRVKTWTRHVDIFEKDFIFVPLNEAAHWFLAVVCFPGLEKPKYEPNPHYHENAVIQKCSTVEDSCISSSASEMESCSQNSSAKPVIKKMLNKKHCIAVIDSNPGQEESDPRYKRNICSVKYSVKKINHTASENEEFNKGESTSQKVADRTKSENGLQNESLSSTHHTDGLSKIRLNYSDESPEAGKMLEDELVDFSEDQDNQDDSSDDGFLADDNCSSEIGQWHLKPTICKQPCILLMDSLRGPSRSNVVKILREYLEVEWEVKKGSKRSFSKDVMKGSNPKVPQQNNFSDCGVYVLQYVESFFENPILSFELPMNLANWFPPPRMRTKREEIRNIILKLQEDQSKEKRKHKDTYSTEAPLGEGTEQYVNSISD
# HKDC1 inh: HKDC1 hexokinase inhibitors, primary screen, biochemical, fluorescence, uHTS; Q2TB90; recombinant HKDC1, G6PDH/diaphorase resazurin coupled fluorescence; inhibition, % at 20 µM; hit rate 0.16% among 340,000; AID 493160, 2011;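 active = inhibition above about 35% when tested at 20 µM, limit read from the data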;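 also: plate controls were DMSO wells with enzyme for no effect and DMSO wells lacking enzyme for full effect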
#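 Test system: recombinant HKDC1 (HK5) hexokinase enzyme, produced in-house / Doses: 20 µM test compound, 1% DMSO / Timing: 90 min, room temperature / Detection: G6PDH/diaphorase-coupled fluorescence, 1 mM NADP, 100 µM resazurin, 525/613 nm / Control set: DMSO wells with and without enzyme mix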
# NR3A LBD binder: binders of NR3A ligand-binding domain, primary screen, biophysical, differential scanning fluorimetry, uHTS; Glutamate receptor ionotropic, NMDA 3A (GRIN3A) ligand-binding domain; NR3A LBD differential scanning fluorimetry, Tm shift; 0% = protein alone, 100% = glycine-bound protein; Tm shift relative to glycine control, % at 25 µM; hit rate 2.5% among 340,000;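 active = melting temperature shift of at least 10% of the positive control shift, at one fixed dose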
# An asterisk follows results filed as active; · = no result given.
# A first look (4 entries):
SMILES,SENP8 block,SENP7 inh,MPTP block,PfG6PD inh,ATG4B inh,SENP6 inh,HKDC1 inh,NR3A LBD binder
O=C(COC(=O)/C=C/c1ccccc1)Nc1cc(C(F)(F)F)ccc1N1CCOCC1,8.8,-2.2,0.6,17.8,-8.3,-3.7,2.7,-0.7
COc1cc(NC(=O)C2=C(N3CCOCC3)/C(=C\c3ccc(Br)cc3)CC2)cc(OC)c1OC,-38.3,3.4,0.7,9.2,4.8,-22.7,5.6,-2.8
CC(=O)N1CCc2c(sc(NC(=O)Cc3ccccc3)c2C(N)=O)C1,-266.1,-12.5,0.8,-1.4,-6.6,26.8,-1.0,0.4
CC(=O)Nc1ccc(NC(=O)Cc2ccc(S(=O)(=O)N3CCCCC3)s2)cc1,8.5,2.6,0.0,-2.4,-4.1,8.5,-4.0,-2.4

# The whole of this part, repeating the preview:
SMILES,SENP8 block,SENP7 inh,MPTP block,PfG6PD inh,ATG4B inh,SENP6 inh,HKDC1 inh,NR3A LBD binder
O=C(COC(=O)/C=C/c1ccccc1)Nc1cc(C(F)(F)F)ccc1N1CCOCC1,8.8,-2.2,0.6,17.8,-8.3,-3.7,2.7,-0.7
COc1cc(NC(=O)C2=C(N3CCOCC3)/C(=C\c3ccc(Br)cc3)CC2)cc(OC)c1OC,-38.3,3.4,0.7,9.2,4.8,-22.7,5.6,-2.8
CC(=O)N1CCc2c(sc(NC(=O)Cc3ccccc3)c2C(N)=O)C1,-266.1,-12.5,0.8,-1.4,-6.6,26.8,-1.0,0.4
CC(=O)Nc1ccc(NC(=O)Cc2ccc(S(=O)(=O)N3CCCCC3)s2)cc1,8.5,2.6,0.0,-2.4,-4.1,8.5,-4.0,-2.4
Cc1coc2cc3oc(=O)c4c(c3cc12)CCCC4,-170.4,3.0,2.1,5.5,-4.8,-5.1,-7.2,-0.1
CCN(C(=O)CN1C(=O)c2ccc([N+](=O)[O-])cc2C1=O)C1CCCCC1,11.1,0.2,-0.6,-13.0,4.2,-1.4,-1.7,4.9
CC(C)(C)NC(=O)/C=C/c1ccc(C(F)(F)F)cc1,19.6,-8.5,2.2,2.3,-13.4,-9.8,-7.0,-1.3
CN(Cc1ccccc1)C(=O)C1CCN(S(=O)(=O)c2cccc3nsnc23)CC1,6.8,4.8,-1.2,-6.9,15.4,7.0,-0.6,2.2
COc1cc(-c2cc(C(=O)Nc3ccccc3N3CCOCC3)c3ccccc3n2)cc(OC)c1OC,-143.4,6.7,-1.8,-2.6,-6.1,9.3,5.2,-2.0
CC(C)NC(=O)c1cnc(Sc2ncc(C(F)(F)F)cc2Cl)n1C,-3.2,0.2,0.1,-7.3,3.0,-6.6,-10.0,-0.9
Cc1cc(S(=O)(=O)N2CCN(c3ccc(F)cc3)CC2)c(C)s1,2.5,-2.8,-0.1,10.3,-20.2,-4.4,-0.6,-1.6
COCC(=O)Nc1cc([N+](=O)[O-])ccc1OC,14.2,2.1,2.2,-3.0,-11.2,4.5,13.6,-0.3
O=C(NC1CCCC1)c1ccccc1-c1ccccc1,18.3,1.1,0.8,0.3,-2.4,-23.3,5.2,1.1
O=C(O)[C@@H](c1ccccc1)N1Cc2ccccc2C1=O,8.9,0.2,0.4,-4.0,0.4,-3.8,52.0*,-6.7
O=C(NC(=S)N1CCN(C2CCCCC2)CC1)c1ccccc1,-27.5,8.9,1.1,4.8,-8.2,6.1,1.3,0.8
Cc1onc(-c2c(F)cccc2Cl)c1C(=O)Nc1ccc(S(=O)(=O)Nc2ncccn2)cc1,14.2,·,0.3,-23.4,-4.4,·,5.6,5.0
Cc1ccc(N2C(=O)N(CC(=O)Nc3ccccc3C(F)(F)F)C(=O)C2C)cc1 (stereo not drawn),7.5,4.4,-2.5,8.1,-6.3,8.2,2.3,-1.0
CCC1(CC)NC(=O)N(CC(=O)NCc2ccc3c(c2)OCO3)C1=O,15.7,0.0,3.0,-20.6,1.6,-14.5,-3.3,-1.5
CCOC(=O)C1(CCOc2ccccc2)CCN(Cc2ccc(OC)c(COC)c2)CC1,1.9,-17.3,86.4*,-12.4,3.8,-1.7,6.3,-2.4
CN1C(=O)/C(=N\OC(=O)c2cccc3ccccc23)c2ccccc21,-6.3,2.9,0.6,17.4,1.7,-3.7,25.4,-0.7
CCOC(=O)N1CCN(C(=O)CN(c2ccc3c(c2)OCO3)S(C)(=O)=O)CC1,11.3,3.9,29.3,-4.9,9.8,3.2,3.3,1.5
O=C(N/N=C/c1cc2ccccc2[nH]1)c1ccccc1Cl,7.7,1.5,0.4,30.0,4.1,3.9,-0.6,4.6
COc1ccc(S(=O)(=O)N2CCOCC2)cc1NC(=O)C1COc2ccccc2O1 (stereo not drawn),8.7,-7.5,0.1,-3.3,-5.8,-0.8,2.2,0.5
COc1ccc2[nH]c(C(=O)N3CCCN(Cc4ccc(F)cc4)CC3)cc2c1,-395.2,-0.1,1.1,-4.2,2.8,-13.2,7.8,0.0
C=CCn1nnnc1SCC(=O)Nc1ccc(C(=O)OC)cc1,7.6,-9.7,-0.6,2.7,-3.0,-15.6,-4.3,-2.6
COc1ccc(C2N=C(c3ccccc3)NO2)cc1OC (stereo not drawn),-8.9,9.0,2.8,-7.3,2.9,8.4,-1.6,-0.7
COC(=O)CCC(=O)Nc1ccccc1C(N)=O,17.0,-6.5,0.9,-0.1,-6.2,-20.8,-13.2,2.9
Cc1ccccc1-n1ncc2c1CC(C)(C)CC2NC(=O)CCn1cncn1 (stereo not drawn),14.1,0.6,-1.2,-13.7,6.4,12.2,0.7,-1.3
CC(C)Cn1c(=O)c(C(=O)Nc2ccncc2)c(O)c2ccccc21,-293.2,15.6,2.8,44.8,-4.8,13.9,5.8,-0.4
O=C(N/N=C/c1cccc([N+](=O)[O-])c1)c1cc2ccccc2o1,6.9,-9.7,2.4,-4.8,-8.8,-10.6,-2.7,13.2*
O=C(O)c1ccccc1-c1ccccc1C(=O)NCc1cccnc1,8.0,0.1,2.2,-0.7,-0.5,1.8,-1.6,-0.8
CC(=O)Nc1ccc(-c2csc(Nc3ccc(S(N)(=O)=O)cc3)n2)cc1,-42.7,-1.5,-1.1,20.6,-2.7,-6.4,-6.7,-3.7
Cc1occc1-c1nnc(SCCNCCO)o1,19.2,1.6,-0.9,-11.8,-0.1,3.4,-2.4,1.4
CC1CC(C)CN(CCOc2ccc(Br)cc2)C1 (stereo not drawn),10.4,-0.6,0.6,-5.0,-6.9,9.1,-9.3,-4.6
COc1ccccc1OCC(=O)Nc1ccc(C(N)=O)cc1,10.4,-6.8,0.3,-7.8,2.6,-8.9,-2.6,-3.1
COc1ccc(/C=N/NC(=O)CCc2c(C)n[nH]c2C)cc1O,3.3,6.3,0.5,-0.5,5.1,2.0,0.6,0.5
Oc1ccccc1CNCc1ccccc1,15.6,8.6,0.4,-2.3,16.8,-6.5,-11.2,-2.0
CN1CCN(S(=O)(=O)c2ccc(Sc3nc4ccccc4[nH]3)c3nsnc23)CC1,26.2,-5.2,0.3,-2.5,1.3,-7.4,1.0,8.0
COc1ccc([C@@H]2C[C@H]3CN(Cc4ccccc4OC)C(=O)[C@]34CCCN24)cc1C,6.4,6.4,0.0,1.1,9.1,-3.5,-8.5,1.1
O=C(COC(=O)c1ccc(F)cc1F)Nc1cccnc1Cl,6.5,3.4,-1.4,6.9,0.0,-3.0,1.1,1.5
O=C(CCCCO)CCCCCCCC[C@H]1N[C@H](CO)[C@H](O)[C@@H]1O[C@@H]1O[C@H](CO)[C@@H](O)[C@H](O)[C@H]1O,22.0,17.2,0.1,-2.3,-4.9,-7.8,-3.9,-0.6
Cc1ccc(NC(=O)c2cccc(Cl)c2)nc1,18.5,20.6,-2.5,-8.8,2.2,16.2,-6.1,-1.8
Cc1ccc(NS(=O)(=O)c2cccc(C(=O)N3CCN(C(=O)c4ccco4)CC3)c2)cc1,1.3,-14.9,-0.2,1.2,-4.7,-11.0,-3.8,-1.1
CCOCC(=O)Nc1ccc([N+](=O)[O-])cc1OC,31.1,-4.4,0.1,0.9,-2.7,-5.2,8.2,0.6
Cc1cc(NC(=O)CSc2ccc3c(c2)OCCO3)no1,12.9,4.0,-1.1,-11.7,9.5,9.3,1.1,-0.9
COc1ccccc1-c1noc(-c2ccccc2)n1,16.6,93.0*,0.2,7.6,-1.4,91.6*,-3.4,-0.1
O=C1CCCCCC1C1(O)C(=O)Nc2ccccc21 (stereo not drawn),17.0,10.7,-5.3,-2.2,-3.7,-10.4,-5.3,0.5
Cc1ccc(S(=O)(=O)NCC(=O)OCC(=O)N2CCc3ccccc32)cc1,14.5,2.1,-0.2,-13.0,-10.6,-8.0,-5.9,0.0
Cc1cc(O)c(C(C)C)cc1NC(=O)Cn1nc(C)c2ccccc2c1=O,8.3,-0.5,0.3,-16.4,-2.5,-1.6,-10.1,0.0
COc1ccc(NC(=O)CSc2nnc(-c3cccs3)n2N)cc1S(N)(=O)=O,-29.2,-10.9,-0.7,-10.2,-4.3,-15.8,-8.6,-3.4
O=C(NC1CCCC1)C(c1ccccc1)N(Cc1ccc(F)cc1)C(=O)c1csnn1 (stereo not drawn),8.1,-4.1,-0.1,-4.2,-1.4,-6.5,-3.5,-3.0
CCOC(=O)c1cncc(NC(=O)c2ccccc2)c1,11.4,3.4,1.1,-15.1,9.0,16.2,-4.2,-5.6
CC(OC(=O)c1ccco1)C(=O)NCc1cccs1 (stereo not drawn),21.9,-0.2,-0.7,10.7,-2.6,8.4,1.1,-0.9
Cc1sc2ncnc(N(C)C3CCCCC3)c2c1C,-3.4,-3.3,-0.3,-3.2,12.2,-19.8,-0.9,-0.3
O=S(=O)(Nc1nccs1)c1cc(Cl)ccc1Cl,-1.5,-6.5,-7.1,-17.8,-1.8,-21.9,3.1,-0.4
CC(=O)N(C)c1ccc(NC(=O)C(c2ccccc2)c2ccccc2)cc1,11.7,-4.4,-2.7,3.9,-8.2,-5.3,-3.9,-0.9
CCOCCn1c(=NC(=O)CSCC(=O)N2CCOCC2)sc2cc(OC)ccc21,-190.0,1.4,-0.8,13.9,-11.6,-6.4,-1.6,0.2
COc1ccc(C(=O)Nc2c(N)nc(SCC(=O)Nc3ccc(NC(C)=O)cc3)[nH]c2=O)cc1OC,11.6,4.8,1.2,5.3,-4.2,-7.2,-4.4,-0.9
CC[C@@]12C(=O)N(c3cccc(Br)c3)C(=O)N1[C@H](c1ccc(Br)cc1)[C@@H]1C(=O)N(C(C)(C)C)C(=O)[C@@H]12,8.4,8.3,-2.3,10.3,-14.4,-8.5,-0.3,-4.9
N#CC(C#N)=Cc1ccc(OCC(=O)N2CCOCC2)cc1,3.3,-8.1,0.6,-6.4,-3.8,-7.6,-0.5,-2.0
CS(=O)(=O)Nc1cccc(C2=NN(S(=O)(=O)c3ccccc3)C(c3ccco3)C2)c1 (stereo not drawn),-15.9,-3.4,0.0,-2.2,-11.0,4.0,-3.5,-4.1
O=C(Cc1cccs1)NCc1cccs1,13.6,-7.6,-0.9,-1.3,0.5,-3.8,-5.6,0.1
COc1cc(C(=O)ON=C2C3CC4CC(C3)CC2C4)cc(OC)c1OC,10.8,0.6,-1.5,11.1,-3.2,-11.9,2.5,-1.7

# No enrichment for hits; 6.9% or so of the library scored in one or more.
